# Rab2 wt GTP – changes GTP binding to wildtype dog Rab2A, up or down; GTP binding activity, % at 10 µM; P61105; hit rate 0.19% among 190,000; GST-Rab2 wt beads, Bodipy-GTP binding, flow cytometry;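 active means GTP binding activity at least 20 points away from 100%, either lowered or raised; inconclusive means signal likely due to the compound's own green fluorescence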;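 further: 0% = beads with excess unlabeled GTP and 100% = no-compound control corrected for plate trend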
# Rab7 wt modul – alters GTP binding to wildtype dog Rab7; GTP binding activity (percent of control), % at 10 µM; GST-Rab7 beads, fluorescent GTP binding, flow cytometry; actives lie on both sides; untreated = 100%, excess cold GTP = 0%; hit rate 0.055% among 190,000;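 active means fluorescent GTP binding to Rab7 beads changed by at least 20 points from the 100% baseline, either direction, mostly lower; inconclusive means compound itself probably fluorescent, or too few beads counted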;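 further: median green fluorescence of bound Bodipy-FL-GTP per Rab7 bead population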
# Cdc42 wt GTP – modulators (inhibitors or activators) of GTP binding to human Cdc42 wildtype; GST-Cdc42 beads, Bodipy-GTP binding, flow cytometry; actives lie on both sides; percent activity (GTP binding), % at 10 µM; hit rate 0.2% among 190,000;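 active means percent activity GTP binding at least 20 points away from the 100% baseline, either down as inhibitor or up as activator; inconclusive means compound flagged as likely green fluorescent from well-wide comparison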;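 further: median bead fluorescence of bound Bodipy-FL-GTP at 100 nM; 0% = excess unlabeled GTP control and 100% = no compound control; below 100% means less GTP binding so inhibitor and above means activator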
# Target sequence (P60953 whole entry, looked up): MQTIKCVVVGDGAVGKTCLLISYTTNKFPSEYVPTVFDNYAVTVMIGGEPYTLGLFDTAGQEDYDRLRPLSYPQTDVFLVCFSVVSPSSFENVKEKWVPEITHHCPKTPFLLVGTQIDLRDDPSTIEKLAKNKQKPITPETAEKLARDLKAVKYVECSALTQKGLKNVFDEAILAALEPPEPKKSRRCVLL
# Mcl1-Noxa inh – Mcl-1/Noxa interaction inhibition; hit rate 1.5% among 220,000; inhibition, % at 21.7 µM; TR-FRET Mcl-1/Noxa peptide binding, 2 h;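 active means compounds that cut the protein-peptide binding signal by more than 50% relative to plate controls in a single-dose test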;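 further: His-tagged Mcl-1 with rhodamine Noxa BH3 peptide and terbium anti-His antibody; 0% = Mcl-1 plus Noxa peptide wells and 100% = peptide-only wells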
# Target sequence (Q07820 whole entry, looked up): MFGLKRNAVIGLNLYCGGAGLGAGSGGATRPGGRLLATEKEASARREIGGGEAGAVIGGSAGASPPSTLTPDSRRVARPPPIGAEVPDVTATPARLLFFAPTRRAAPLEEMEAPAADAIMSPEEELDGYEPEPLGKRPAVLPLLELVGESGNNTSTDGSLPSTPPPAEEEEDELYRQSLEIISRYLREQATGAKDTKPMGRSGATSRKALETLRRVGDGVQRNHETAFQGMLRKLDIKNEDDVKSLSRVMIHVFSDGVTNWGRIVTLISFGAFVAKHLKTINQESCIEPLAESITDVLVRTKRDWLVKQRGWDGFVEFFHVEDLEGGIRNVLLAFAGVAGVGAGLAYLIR
# Rac1 act GTP bind – alters GTP binding to activated mutant human Rac1. AID 764. P63000. percent activity (GTP binding), % at 10 µM. hit rate 0.11% among 190,000. GST-Rac1 activated beads, fluorescent GTP binding, flow cytometry; actives lie on both sides; 100% means binding = to untreated wells;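 active means GTP binding at least 20 percentage points away from the 100% baseline, in either direction, so actives lie on both sides; inconclusive means Compound likely fluorescent itself, or too few beads counted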
# Mcl1-Bid inh – Mcl-1/Bid interaction inhibition; Q07820; TR-FRET Mcl-1/Bid-Dy647 peptide binding, 1536-well; inhibition, % at 21.7 µM; hit rate 0.97% among 220,000;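 active means compounds that cut the binding signal by more than half at the single screening dose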;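 further: His-tagged Mcl-1 with europium anti-His antibody binding Bid BH3 peptide; 0% = Mcl-1 plus peptide wells and 100% = peptide-only wells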
# Pf gamet viab – inhibitors of late stage P. falciparum gametocyte viability; AID 743093; hit rate 0.065% among 150,000; inhibition, % at 10.9 µM; P. falciparum stage V gametocytes, ATP luminescence, 24 h;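 active means inhibition above the mean plus 3 SD of compounds within the control limits, set per campaign, cut at about 38% in these data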;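 further: 0% = DMSO wells and 100% = medium only without gametocytes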
# HRas wt GTP – modulators of GTP binding to human HRas wildtype; GST-Ras wt beads, Bodipy-FL-GTP binding, flow cytometry; actives lie on both sides; GTP binding activity, % at 10 µM; hit rate 0.14% among 190,000; AID 759;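 active means GTP binding activity at least 20% away from the 100% baseline, either lowered as inhibitor or raised as activator; inconclusive means flagged as likely green fluorescent, judged across all proteins in the well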;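 further: 0% = unlabeled GTP competition control and 100% = no-compound control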
# Target sequence (P01112 whole entry, looked up): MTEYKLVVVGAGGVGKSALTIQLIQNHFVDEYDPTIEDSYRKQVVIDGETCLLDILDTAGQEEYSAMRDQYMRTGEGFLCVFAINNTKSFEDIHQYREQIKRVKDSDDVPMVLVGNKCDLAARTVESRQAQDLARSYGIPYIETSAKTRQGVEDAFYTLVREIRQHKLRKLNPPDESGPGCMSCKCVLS
# Rac1 wt modul – human Rac1 wildtype GTP binding, inhibitors and activators; P63000; GST-Rac1 beads, fluorescent GTP binding, flow cytometry; actives lie on both sides; 0 = cold GTP competed, 100 = untreated; GTP binding activity (% of control), % at 10 µM; hit rate 0.27% among 190,000; AID 757;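 active means GTP binding activity at least 20 points away from the 100% control level, either lower or higher; inconclusive means compound flagged as likely green fluorescent, judged across all proteins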
# GSH fluor – GSH bead compound fluorescence profile; fluorescence (KMESF) at 10 µM; hit rate 0.25% among 190,000; GSH beads flow cytometry, compound fluorescence 488/530 nm; hits give high values; in the data active means fluorescence above about 89;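 further: glutathione beads carrying GST-tagged Bcl family fusion proteins plus one bare bead set; values are compound well signal with DMSO vehicle wells as background; inactives centre near 16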
# Avidin bead fluor – compound fluoresces at 488/530 nm on avidin beads; compound fluorescence 488/530 nm, flow cytometry; hits give high values; fluorescence (KMESF) at 10 µM; hit rate 0.38% among 220,000; in the data active means fluorescence above about 47; further: inactives centre near 10
# An asterisk follows results filed as active; ? = inconclusive; . = not tested or not shown; & = joins results of further samples.
SMILES,Rab2 wt GTP,Rab7 wt modul,Cdc42 wt GTP,Mcl1-Noxa inh,Rac1 act GTP bind,Mcl1-Bid inh,Pf gamet viab,HRas wt GTP,Rac1 wt modul,GSH fluor,Avidin bead fluor
COc1cc2cc(CN(CCc3ccccc3C)C(=S)NCCCN(C)C)c(=O)[nH]c2cc1OC,102.0,103.0,104.0,19.0,103.0,-53.3,4.3,102.0,109.0,10,14
Cc1nonc1CC(=O)N1CCCC(C(=O)c2cccc(C(F)(F)F)c2)C1 (centres undefined),97.0,97.0,100.0,2.5,95.0,-21.2,10.6,96.0,98.0,20,8
CC(=O)c1ccc(Nc2cc(C)nc3ccccc23)cc1,100.0,104.0,98.0,12.7,100.0,-4.0,-26.8,99.0,103.0,13,7
COc1ccc(C(c2c(C)[nH]n(C(N)=S)c2=O)C(C#N)C#N)cc1 (centres undefined),92.0,94.0,98.0,-50.0,93.0,-57.4,.,95.0,102.0,19,22
C=CCOc1c(Br)cc(CNc2nccs2)cc1OC,100.0,101.0,101.0,19.5,98.0,-6.6,-8.0,102.0,104.0,13,21
Cc1ccc(Cl)cc1N1CCN(CC(O)COCc2ccco2)CC1 (centres undefined),100.0,99.0,106.0,8.9,100.0,46.3,-21.3,100.0,106.0,11,21
CN(C(=O)c1cccc(C#N)c1)c1nnc(-c2ccccn2)s1,98.0,96.0,102.0,-3.0,99.0,4.9,27.1,99.0,101.0,15,32
COc1cccc(C(C(=O)NC2CCCC2)N(Cc2ccccc2OC)C(=O)c2ccco2)c1 (centres undefined),99.0,92.0,96.0,-2.0,95.0,-5.0,.,99.0,101.0,18,21
O=c1c2c3c(sc2ncn1/N=C/c1ccco1)CCCC3,99.0,101.0,100.0,14.6,97.0,2.0,23.9,97.0,98.0,12,6
COc1ccc(NC(=S)NCC2CCCO2)c(OC)c1 (centres undefined),100.0,98.0,100.0,-3.0,98.0,-27.9,.,100.0,104.0,36,28
CCOC(=O)CN1N=C(/C=C/c2ccc(OC)cc2)CCC1=O,101.0,100.0,99.0,6.6,99.0,-12.2,-6.4,102.0,104.0,11,9
O=C1CN(C(=O)COc2ncnc3ccccc23)c2ccccc2N1,100.0,98.0,99.0,5.1,98.0,-19.1,11.8,97.0,98.0,25,14
O=C(NCc1ccc(F)cc1)C1CCCN(S(=O)(=O)c2cccnc2)C1 (centres undefined),101.0,104.0,102.0,-1.4,98.0,1.8,.,102.0,108.0,31,15
CCN(CC)S(=O)(=O)c1ccc(OC)c(NC(=O)COc2ccccc2[N+](=O)[O-])c1,98.0,100.0,97.0,8.2,95.0,-20.8,8.7,96.0,97.0,8,9
C[C@@H]1C[C@H](Nc2ccccc2)c2ccccc2N1C(=O)c1cccnc1,?,?,?,11.3,?,-45.2,.,?,?,33,18
Fc1ccc(-c2nnc(Cc3nnc(-c4ccc(F)cc4)o3)o2)cc1,102.0,101.0,102.0,-1.1,101.0,-20.4,.,100.0,104.0,31,23
COc1ccccc1NC(=O)Cc1nn(C)c(=O)c2ccccc12,103.0,98.0,103.0,-5.4,98.0,-17.3,.,101.0,105.0,34,15
c1ccc2cc(OCCN3CCCC3)ccc2c1,97.0,97.0,100.0,27.6,97.0,9.7,.,99.0,101.0,4,9
Oc1ccc(/C=N/Nc2ncc(Br)cn2)c(O)c1,94.0,97.0,100.0,-25.1,95.0,-90.0,-6.8,93.0,98.0,7,23
COc1ccc(NC(=O)c2ccc(-c3ccc(OC)cc3)s2)cc1,96.0,102.0,96.0,0.7,97.0,19.0,0.9,98.0,97.0,11,25
COc1cc(NC(=O)C/C(C)=N/NC(=O)c2cccs2)c(OC)cc1Cl,97.0,105.0,94.0,-8.7,94.0,-49.0,-8.7,99.0,99.0,20,4
O=CN1CCN(C2CC(=O)N(c3ccc4c(c3)OCO4)C2=O)CC1 (centres undefined),97.0,100.0,100.0,8.9,100.0,-4.3,-3.5,99.0,102.0,30,11
CCOC(=O)C1=C(SCC)c2cc3c(n2C1=O)CCCC3,98.0,100.0,96.0,22.5,93.0,-29.5,.,96.0,97.0,15,20
COc1ccc(C(=O)NC(=S)N2CCOCC2)cc1OC,95.0,96.0,94.0,-4.7,95.0,-35.7,.,95.0,98.0,23,9
O=C(O)C1CSC(c2ccccc2Cl)N1C(=O)c1ccc(Cl)cc1 (centres undefined),97.0,97.0,99.0,0.2,100.0,11.8,10.8,96.0,103.0,11,4
Cc1cc(C)cc(NC(=O)c2cc(C)nn2C)c1,96.0,100.0,100.0,5.9,101.0,-29.2,11.5,99.0,101.0,6,3
O=C1c2cccc3cccc(c23)C(=O)N1CCCN(C(=O)c1cccs1)c1cccc(F)c1,100.0,100.0,101.0,-17.3,97.0,-4.1,30.5,100.0,106.0,7,4
Cc1ccc2c(c1)NCCO2,92.0,91.0,97.0,.,92.0,-23.7,7.1,95.0,90.0,34,16
Cc1cc(C(=O)CSc2nncs2)c(C)n1-c1ccc2c(c1)OCO2,94.0,95.0,97.0,13.2,93.0,-41.8,.,96.0,94.0,12,35
Cc1ccc(-c2c3c(=O)n(C)c(=O)n(C)c3cn2CCCN2CCOCC2)cc1,101.0,102.0,100.0,6.5,98.0,-29.8,.,98.0,104.0,13,10
CN(Cc1ccccc1)C(=O)CN(Cc1ccccc1)S(C)(=O)=O,98.0,96.0,100.0,-0.8,97.0,-2.9,.,99.0,101.0,15,20
C/C(Cn1nnc([N+](=O)[O-])n1)=N\NC(=O)c1ccccc1,103.0,104.0,105.0,6.0,101.0,-10.0,.,105.0,109.0,23,11
Cc1ccc(S(=O)(=O)c2c(CO)c(-c3ccccc3)nn2C)cc1,97.0,97.0,93.0,17.8,93.0,-27.6,-3.4,96.0,92.0,14,15
O=C(c1ccc(S(=O)(=O)c2ccc(Cl)cc2)cc1)N1CCOCC1,96.0,100.0,96.0,9.4,95.0,-20.2,7.1,97.0,101.0,24,11
COc1ccc(CN2C3CCCC2CC(NC(=O)Nc2cccc(C)c2)C3)cc1 (centres undefined),102.0,93.0,101.0,7.3,99.0,-5.7,-7.7,99.0,101.0,14,8
CCOc1ccc(CC(=O)NNC(=S)Nc2ccccc2)cc1Br,?,?,?,-86.1,?,-59.3,3.5,?,?,23,21
O=C(Cn1cc(C(=O)c2cccs2)c2ccccc21)NC1CCCCC1,94.0,93.0,96.0,11.6,97.0,3.0,.,96.0,94.0,49,5
COc1ccccc1CNC(=O)COC(=O)CCC(=O)c1cccs1,96.0,101.0,96.0,-7.2,95.0,-26.9,-20.9,100.0,96.0,18,11
O=C(O)COc1ccccc1C1C2C(=O)N(c3ccccc3)C(=O)C2ON1c1ccccc1 (centres undefined),94.0,93.0,94.0,32.3,92.0,3.8,4.7,95.0,94.0,21,30
CC(C)Cn1c2ccccc2c2cc(C(=O)O)ccc21,102.0,101.0,101.0,10.5,101.0,3.0,.,102.0,100.0,18,6
CCOC(=O)c1[nH]c(C)c(C(=O)Nc2ccc(C)c(F)c2)c1C,99.0,97.0,100.0,6.9,97.0,-11.5,.,99.0,100.0,25,11
CN(C)CCNc1oc(-c2ccccc2F)nc1C#N,100.0,100.0,104.0,22.2,101.0,-33.1,.,103.0,109.0,23,8
COc1ccc(S(=O)(=O)N(C)CC(=O)Nc2ccc(F)cc2)cc1,89.0,91.0,91.0,6.7,91.0,5.6,.,93.0,89.0,29,8
N#CC(=C=[N-])c1nc2ccccc2nc1-[n+]1ccccc1,102.0,101.0,99.0,24.5&2.5,100.0,-15.2&11.7,-19.7,100.0,100.0,27,6&14
Cc1cc(C)n(C(=O)CCCCCCCCC(=O)n2nc(C)cc2C)n1,99.0,100.0,98.0,6.8,96.0,-1.0,.,99.0,99.0,32,9
CN1CCNC(=O)C1CC(=O)O (centres undefined),99.0,98.0,101.0,-3.6,99.0,-7.1,-15.0,100.0,102.0,23,29
Cc1cccc(-n2c(SCc3cc(=O)n4c(C)cccc4n3)nc3[nH]ncc3c2=O)c1,?,?,?,.,?,-19.7,.,?,?,31,10
CCCCN(C)C(=S)Nc1ccc2nc(N3CCN(CC)CC3)cc(C)c2c1,98.0,101.0,100.0,-14.8,98.0,-72.7,-12.7,99.0,103.0,20,9
CC1CCCN(C(c2cccs2)c2nnnn2Cc2ccccc2)C1 (centres undefined),99.0,99.0,102.0,7.5,101.0,14.8,.,100.0,101.0,17,37
CCN(C(=O)COC(=O)c1ccc(Br)o1)C1CCCCC1,96.0,98.0,99.0,8.3,99.0,16.7,21.9,99.0,102.0,13,16
CC(C)CCNC(=O)CNC(=S)N(Cc1ccccc1)Cc1cccnc1,100.0,104.0,99.0,8.1,98.0,-29.5,.,100.0,101.0,13,7
N#C/C(=C(/O)c1ccco1)c1nc2ccccc2s1,93.0,98.0,97.0,14.7&12.0,94.0,-24.5&2.3,5.3,95.0,96.0,17,6&15
O=C(Nc1ccc2nc3n(c(=O)c2c1)CCCC3)c1ccccc1[N+](=O)[O-],93.0,99.0,98.0,7.7,96.0,-10.6,10.2,94.0,90.0,3,13
O=C(Oc1ccc(Br)cc1)c1cncc(Br)c1,100.0,102.0,95.0,5.1,96.0,0.0,.,100.0,100.0,36,89*
COC(=O)c1[nH]c2cc(OC)ccc2c1NC(=O)CCN1CCCC(C)(C)C1,100.0,97.0,100.0,5.5,99.0,-20.9,22.5,100.0,104.0,32,7
Cc1nc([N+](=O)[O-])c(C(=O)OCc2ccccc2)n1C,98.0,99.0,96.0,3.1,97.0,7.4,5.8,99.0,100.0,13,11
CCN1CC(CN(C)Cc2nc(-c3ccc(C(F)(F)F)cc3)oc2C)CC1=O (centres undefined),96.0,96.0,95.0,4.6,93.0,-2.9,19.1,95.0,95.0,17,7
CCCSc1nnc(C(C)C)n1N,101.0,98.0,98.0,3.9,99.0,-20.6,.,100.0,104.0,31,15
COc1ccc(CCNC(=O)c2nnn(-c3cc(C)cc(C)c3)c2N)cc1OC,94.0,92.0,97.0,1.4,92.0,-31.1,-1.1,96.0,96.0,14,31

# 2 consecutive records already listed:
SMILES,Rab2 wt GTP,Rab7 wt modul,Cdc42 wt GTP,Mcl1-Noxa inh,Rac1 act GTP bind,Mcl1-Bid inh,Pf gamet viab,HRas wt GTP,Rac1 wt modul,GSH fluor,Avidin bead fluor
CCCSc1nnc(C(C)C)n1N,101.0,98.0,98.0,3.9,99.0,-20.6,.,100.0,104.0,31,15
COc1ccc(CCNC(=O)c2nnn(-c3cc(C)cc(C)c3)c2N)cc1OC,94.0,92.0,97.0,1.4,92.0,-31.1,-1.1,96.0,96.0,14,31

# Screening results deposited in PubChem by several laboratories.
